human PMI inhibition – inhibitors of human PMI, primary screen, biochemical, fluorescence intensity, coupled assay (AID 1209); purified PMI enzyme, coupled fluorescence intensity; higher % means a stronger effect; inhibition, % at 20 µM; hits with a dose series show IC50 in µM; actives 0.42% (n = 190,000);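 further: plate controls were DMSO vehicle for no effect and wells lacking substrate for full effect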
K1F lysis inhibition – inhibition of K1F phage lysis, E. coli UTI89, bacterial capsule biogenesis inhibitors, alamar blue (AID 488966); inhibition, % at 100 µM; hits with a dose series show IC50 in µM; E. coli UTI89 K1F phage lysis, alamar blue, 2 h; higher % means a stronger effect; actives 0.02% (n = 340,000);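 active means phage lysis inhibition, versus mean bacterial control, above a set limit; inconclusive means no clear call, values can overlap the other calls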;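 further: capsule biogenesis inhibitors block K1F phage lysis so surviving cells raise fluorescence; higher fluorescence means more inhibition of phage lysis; actives were called in the ten point dose series up to 300 µM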
West Nile virus CPE – inhibition of WNV-induced cytopathic effect – cell-based, CPE readout (AID 1621); CPE inhibition, % at 10 µM, or IC50 in µM where a hit was titrated; West Nile virus-infected cells, CPE inhibition; higher % means a stronger effect; actives 0.02% (n = 290,000); in the data active means a potency from the dose series; inconclusive means CPE inhibition mostly from about 3.7% at the one dose, without a potency; inactive means the rest, 99 in 100 with CPE inhibition below about 2.2%; further: strong numbers were not always called active
P. falciparum M1AAP – P. falciparum M1AAP inhibitors, biochemical, fluorogenic H-Leu-NHMec substrate, 1536-well (AID 1445); recombinant M1AAP, H-Leu-NHMec fluorogenic kinetic assay; higher % means a stronger effect; actives 0.42% (n = 220,000); one-dose inhibition, % at 30 µM; IC50 in µM for titrated hits;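 active means primary inhibition above the hit cutoff, then over 50% inhibition at one or more dose response concentrations, cut at about 23% in these data, passing the limit was not always enough; inconclusive means conflicting primary data, or primary hits not chosen for dose response; inactive means low primary inhibition, or under 50% at every dose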;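 further: plate controls were DMSO full reaction for no effect and no enzyme background for full effect; strong numbers were not always called active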
P. falciparum M17LAP – P. falciparum M17LAP inhibitors, primary screen, biochemical, fluorogenic H-Leu-NHMec substrate, 1536-well (AID 1619) | recombinant M17LAP, H-Leu-NHMec fluorogenic kinetic assay; higher % means a stronger effect | inhibition, % at 30 µM, or IC50 in µM where a hit was titrated | actives 0.38% (n = 220,000);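 active means compound inhibiting the enzyme by more than half at any dose during confirmatory dose-response retesting; inconclusive means strong single-dose inhibitors picked by rank but not retested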;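 further: plate controls were full reaction with DMSO carrier for no effect and no enzyme background for full effect; strong numbers were not always called active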
PMI inhibition – MPI inhibition at elevated mannose 6-phosphate – biochemical, fluorescence intensity, high mannose 6-phosphate, primary screen (AID 1220). recombinant PMI enzyme, coupled fluorescence intensity; higher % means a stronger effect. inhibition, % at 20 µM, or IC50 in µM where a hit was titrated. actives 0.66% (n = 190,000)
T cell HTS – modulates CD8 T cell binding to vesicles; AID 2052; 2C CD8+ T cell-vesicle binding, flow cytometry; hits give low values; calls only at 7 µM; actives 0.068% (n = 330,000);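 active means response, share of CD8 T cells binding vesicles, and their 90th percentile fluorescence all below set limits, cut at about 80% in these data, passing the limit was not always enough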
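Assay system – 2C mouse CD8+ T cells · Also added – QL9-loaded Drosophila micro-vesicles · Timing – Cell–vesicle co-incubation 1.5 h at 37 °C, staining 20 min on ice · Signal – flow cytometry of vesicle-bound cells · Measure – percent CD8+ FL2 mean versus row control · Controls – Peptide-free naked vesicles (low) and QL9 vesicles with 0.7% DMSO vehicle (high)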
RSV CPE inhibition – inhibition of RSV-induced cytopathic effect – HEp-2 cells, primary 10 µM value included (AID 2391); one-dose CPE inhibition, % at 10 µM; IC50 in µM for titrated hits; HEp-2 cells, RSV-induced CPE inhibition; higher % means a stronger effect; actives 0.13% (n = 310,000); in the data active means a potency from the dose series; inconclusive means CPE inhibition mostly from about 23% at the one dose, without a potency; inactive means the rest, 99 in 100 with CPE inhibition below about 21%; further: strong numbers were not always called active
TNAP activators – human TNAP enzyme activators, primary screen, biochemical, luminescent, no phosphate acceptor, uHTS (AID 1001) | purified TNAP, luminescent activation assay, no phosphate acceptor; higher activation fold means a stronger effect | one-dose activation fold at 20 µM; EC50 in µM for titrated hits | actives 0.03% (n = 200,000); in the data active means activation fold from about 3, or a potency from the dose series; inactive means the rest, 99 in 100 with activation fold below about 1.6; further: many of its hits are not listed in these tables
T cell HTS vesicle-bound % – also measured in T cell HTS; calls as there; double positive events, %; measured here: CD8+ vesicle-bound cell fraction;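 binding gate set so that unloaded-vesicle control wells show 10% double positive cells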
Active calls of the source: *; i = inactive; ? = inconclusive; . = no result given; & = joins results of further samples; [ ] = remark or other dose. Unless noted, no stated cut-off is given here; in the data, active means inhibition above about 50%; inactive means the rest.

Molecule,human PMI inhibition,K1F lysis inhibition,West Nile virus CPE,P. falciparum M1AAP,P. falciparum M17LAP,PMI inhibition,T cell HTS,T cell HTS vesicle-bound %,RSV CPE inhibition,TNAP activators
CC(NC(=O)c1cc(-c2cccnc2)nc2ccc(Br)cc12)C1CCCO1 (stereo not drawn),.,0.1%,-0.2%,.,.,.,i,7,0.6%,.
O=C(NCc1cccs1)C1CCCN1C(=O)NC1CCCCC1 (stereo not drawn),-8%,-0.2%,-0.1%,-1%,8%,-6%,i,49,1.3%,1.2
COCc1cc(=O)n2[nH]c(-c3ccccc3)cc2n1,6%,-0.3%[50 µM],0.1%,8%,-2%,3%,i,52,0.7%,1.1
O=c1[nH]cc(C(F)(F)F)cc1NS(=O)(=O)c1ccccc1[N+](=O)[O-],-14%,0.9%,-0.1%,10%,27%,1%,i,36,2.6%,1.2
O=C(Nc1ccccc1NC(=O)c1ccco1)c1ccco1,-1%,0.8%,1.0%,2%,2%,-4%,i,16,1.5%,1.1
CCOc1cc2[nH]c(=S)n(CCCN(CC)CC)c(=O)c2cc1OCC,6%,0.1%,-0.4%,-2%,5%,15%,i,42,-0.8%,1
COC(=O)C(Cc1ccc(O)cc1)NC(=O)CCOc1ccc(OC)cc1 (stereo not drawn),.,0.2%,0.0%,.,.,.,i,17,0.3%,.
COc1cccc(/C=N/n2c(-c3cc(C)[nH]n3)n[nH]c2=S)c1O,.,0.6%[50 µM],0.9%,7%,2%,.,i,50,-0.2%,.
O=S(=O)(c1cccc(S(=O)(=O)N2CCC(N3CCCCC3)CC2)c1)N1CCOCC1,4%,.,-0.6%,3%,-4%,5%,.,.,.,1.1
NS(=O)(=O)c1ccc(CCNC(=O)c2cc(-c3cc(Cl)ccc3O)n[nH]2)cc1,.,0.2%,0.3%,3%,-3%,.,i,56,18%,.
O=C(O)C1CCCCN1S(=O)(=O)c1cccc2nsnc12 (stereo not drawn),-8%,1.2%[50 µM],0.4%,1%,-2%,-4%,i,54,-0.3%,1.1
Cn1c(/C=N/O)nc2ccccc21,.,-0.6%[50 µM],0.1%,9%,5%,.,i,49,0.3%,.

New compounds follow
Molecule,human PMI inhibition,K1F lysis inhibition,West Nile virus CPE,P. falciparum M1AAP,P. falciparum M17LAP,PMI inhibition,T cell HTS,T cell HTS vesicle-bound %,RSV CPE inhibition,TNAP activators
C[C@H](NC(=O)COc1ccc(Cl)cc1)C(=O)N1CCC2(CC1)NCCc1[nH]cnc12,.,0.2%,-0.4%,.,.,.,i,14,-2.7%,.
COc1ccc(CN(C(=O)c2oc3cc(C)c(C)cc3c2C)C2CCS(=O)(=O)C2)cc1OC (stereo not drawn),.,0.2%,-0.5%,.,.,.,i,66,5.1%,.
CC(C)(CN1CCCC1)NS(=O)(=O)c1ccccc1,.,0.0%,0.3%,.,.,.,i,16,1.3%,.
CCCCCCCCNc1nc(Cl)nc(NCCN2CCOCC2)n1,-6%,0.4%,-1.1%,5%,-16%,-7%,i,53,13%,1.1
COc1cc(CN2CCN(Cc3cccc(OC)c3OC)CC2)cc(OC)c1,.,0.2%,-0.6%,.,.,.,i,17,-2.2%,.
CCCCCCCCNC(=O)/C(C#N)=C/c1ccc2c(c1)OCCO2,20%,0.0%,-0.9%,1%,2%,3%,i,66,6.7%,1.1
CSc1ccc(/C=N/NC(=O)c2cc(O)cc(O)c2)cc1,3%,0.0%,-0.4%,15%,14%,4%,i,8,-0.8%,1.1
Cc1ccccc1N(CC(=O)NCc1ccc2c(c1)OCO2)C(=O)C1CSC(=O)C1 (stereo not drawn),.,-0.1%,-0.8%,.,.,.,i,23,2.5%,.
CC(=O)c1ccc(NC(=O)Nc2ccc(NS(=O)(=O)c3ccc(C)cc3)cc2)cc1,5%,0.0%,0.1%,9%,0%,4%,i,52,.,1.1
Cc1ccccc1N/C(=N/S(=O)(=O)c1cc(F)ccc1F)c1ccccc1,.,0.5%[50 µM],-1.1%,.,.,.,i,64,1.4%,.
C[C@H]1CC[C@]2(O[C@H](CCO)C[C@@H](O)[C@@H]2O)O1,.,1.1%,0.2%,5%,-4%,.,i,35,2.0%,.
OCCOCCn1c2ccccc2c2ccccc21,14%,0.7%,0.2%,15%,10%,15%,i,16,0.9%,1

Additional entries follow.
Molecule,human PMI inhibition,K1F lysis inhibition,West Nile virus CPE,P. falciparum M1AAP,P. falciparum M17LAP,PMI inhibition,T cell HTS,T cell HTS vesicle-bound %,RSV CPE inhibition,TNAP activators
COc1cc(Cl)c(C)cc1NC(=O)CNC(C)c1ccccc1OC (stereo not drawn),2%,1.4%,-1.9%,-2%,-4%,3%,i,14,9.7%,1.1
O=C1NC(=O)/C(=C/c2ccc(N3CCOCC3)o2)N1,.,0.3%,0.7%,3%,6%,.,i,45,.,.
Cc1cc(C)c[n+](-c2nc3ccccc3nc2C(=C=[N-])C#N)c1,-6%&-4%,-0.2%,-0.3%&0.3%,3%&3%,17%&16%,5%&-12%,i,54&10,0.3%&-0.4%,0.9&1.1
CCc1ccc(N(CC)C(=O)c2cn(C)c(=O)c3ccccc23)cc1,.,-0.1%,-0.6%,.,.,.,i,14,1.8%,.
O=C(CSc1nc2ccccc2c(=O)n1CCC(=O)N1CCN(c2ccccc2)CC1)NCC1CCCO1 (stereo not drawn),-12%,0.3%,-0.4%,0%,3%,-11%,i,56,-2.5%,1.1
O=C(c1ccc(Oc2ccccc2)cc1)C1CCCN(C(=O)c2cnccn2)C1 (stereo not drawn),.,0.2%,-1.1%,7%,-2%,.,i,49,7.2%,.
CCOC(=O)c1sc(C)c2c1NC(C)(c1cccc3ccccc13)NC2=O (stereo not drawn),14%,0.3%,-0.3%,4%,0%,14%,i,17,9.0%,1.1
Cn1c(=N)n(CC(=O)c2cccs2)c2ccccc21,3%,1.8%,0.1%,8%,15%,-2%,i,36,2.9%,1.1
CNC(=S)N/N=C(\C)c1ccc(N2CCOCC2)cc1,-10%,0.4%,-0.8%,12%,26%,-14%,.,.,.,1
CC1(C)C(c2ccco2)=[N+]([O-])C2(CCCCC2=O)N1O (stereo not drawn),-18%,-0.6%,-0.2%,-1%,27%,-21%,i,45,3.4%,1.1
O=C(Nc1ccc(-c2nc3ccccc3s2)cc1)c1cc(-n2cnnc2)ccc1Cl,-4%,0.3%,0.0%,4%,4%,-3%,i,3,-2.6%,1
CC(C)CC(NS(=O)(=O)c1ccc2c(c1)oc(=O)n2C)C(=O)N1CC=C(c2ccccc2)CC1 (stereo not drawn),13%,1.5%,-0.5%,13%,-7%,20%,i,48,0.4%,1.1

Following part
Molecule,human PMI inhibition,K1F lysis inhibition,West Nile virus CPE,P. falciparum M1AAP,P. falciparum M17LAP,PMI inhibition,T cell HTS,T cell HTS vesicle-bound %,RSV CPE inhibition,TNAP activators
Nc1ncnc2nc(SCc3ccc(Cl)cc3Cl)[nH]c12,1%,-0.2%,.,1%,8%,-3%,i,60,?,0.9
Cc1ccc(-n2c(Cc3cccn3C)nnc2SCC(=O)NCc2ccco2)cc1,-14%,-1.1%,1.4%,5%,21%,-19%,i,29,0.4%,1.1
Cc1cc(Cl)ccc1OC(C)C(=O)N1CCCN(C(=O)C(C)Oc2ccc(Cl)cc2C)CC1 (stereo not drawn),15%,-0.3%,-0.3%,1%,-1%,2%,i,39,21%,1.1
c1ccc2c(N3CCCC3)nc(-c3ccncc3)nc2c1,-1%,-0.6%,0.1%,3%,6%,-4%,i,26,20%,1.1
COC(=O)/C=C/c1ccsc1NC(C)=O,4%,0.4%,0.1%,7%,7%,-4%,i,37,-1.1%,1.1
COCCn1c(C)cc(C(=O)CSc2nc3nc(C)cc(C)n3n2)c1C,4%,3.9%,-0.8%,7%,23%,12%,i,22,0.5%,1
CCOC(=O)Nc1ccc(OC)c([N+](=O)[O-])c1,-9%,0.5%,-0.4%,10%,-2%,-2%,i,47,0.7%,1.2
CSc1c(CC(=O)Nc2ccccc2C(F)(F)F)n(Cc2ccccc2)c2ccccc12,3%,1.8%,-0.4%,6%,5%,-9%,i,49,2.1%,1.2
CCC(=O)c1c[nH]c(C(=O)N2CCN(c3ccccc3)CC2)c1,3%,-1.5%,0.4%,-1%,-6%,2%,i,52,-0.2%,1.1
c1ccc2sc(-c3ccncc3)nc2c1,.,0.3%,0.0%,-3%,15%,.,i,35,52%,.
COc1ccc(C2=CC(=O)OC(C)(c3ccccc3)O2)cc1 (stereo not drawn),12%,4.4%,-1.0%,6%,-13%,18%,i,38,11%,1.1
CC(C)(Oc1ccc(Cl)cc1)C(=O)OCC(=O)NCCc1ccccc1,.,-0.1%,-0.2%,.,.,.,i,31,0.3%,.

(more compounds)
Molecule,human PMI inhibition,K1F lysis inhibition,West Nile virus CPE,P. falciparum M1AAP,P. falciparum M17LAP,PMI inhibition,T cell HTS,T cell HTS vesicle-bound %,RSV CPE inhibition,TNAP activators
O=C(Cc1ccccc1)Nc1ccc(C(=O)O)cc1,-21%,-0.4%,0.6%,1%,-7%,-12%,i,12,0.0%,1.1
CCOC(=O)N1CCN(C(=O)c2ccc(N(Cc3ccc(C)cc3)S(C)(=O)=O)cc2)CC1,1%,1.6%,-0.7%,-2%,-7%,0%,i,60,0.2%,1
O=C(NC(N1CCOCC1)C(Cl)(Cl)Cl)c1ccc(Br)cc1 (stereo not drawn),0%,0.0%,0.6%,5%,-22%,4%,i,26,0.1%,1.1
COc1ccc(CC(=O)O/N=C(\N)Cc2cccc3ccccc23)cc1OC,18%,-0.7%[50 µM],-0.8%,1%,4%,21%,i,38,4.2%,1.1
Cc1ccc(N(Cc2cc3ccccc3[nH]c2=O)S(=O)(=O)c2ccccc2)cc1,15%,2.6%,-1.1%,10%,9%,1%,i,48,2.6%,1
CSc1nc(N2CCOCC2)c2c3c(sc2n1)CCCC3,15%,0.1%,0.0%,2%,2%,14%,i,35,?,1.1

2 successive compounds out of the list so far, for reference:
Molecule,human PMI inhibition,K1F lysis inhibition,West Nile virus CPE,P. falciparum M1AAP,P. falciparum M17LAP,PMI inhibition,T cell HTS,T cell HTS vesicle-bound %,RSV CPE inhibition,TNAP activators
CC(C)(CN1CCCC1)NS(=O)(=O)c1ccccc1,.,0.0%,0.3%,.,.,.,i,16,1.3%,.
CCCCCCCCNc1nc(Cl)nc(NCCN2CCOCC2)n1,-6%,0.4%,-1.1%,5%,-16%,-7%,i,53,13%,1.1
